KAT2A inh: blocks human GCN5L2 histone acetyltransferase; Potency, µM (doses to about 58.9 µM), for inactives: at the highest dose activity change, negative = inhibition, hits mostly inhibitors; Q92830; AID 504327; GCN5L2 HAT assay, ThioGlo1 CoA-SH fluorescence; actives 0.21% (n = 390,000)
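Titration-based screen in which CoA formation is detected via maleimide probe ThioGlo1 (50uM) turning fluorescent on thiol reaction; substrates H3(1-25) 75uM and acetyl-CoA 70uM, GCN5L2 20nM, 20 min incubation at room temperature.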
TDP1 cell CPT: DT40-hTDP1 cell growth loss with CPT; Potency, µM (top dose mostly 46.2 µM), for inactives: at the top dose activity change, negative = growth inhibition, hits mostly inhibitors; actives 12% (n = 420,000); AID 686979; chicken DT40 Tdp1-/-;hTDP1 cells + 20 nM CPT, ATP luminescence, 48 h; note: nearly all actives have a fitted effect of over 55% in size
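Chicken DT40 Tdp1-/- cells complemented with human TDP1, 400 cells/well, exposed to compounds plus 20 nM camptothecin for at least 48 h at 37 C; viability read as ATP content by CellTiter-Glo luminescence.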
FEN1 inhibitor: human FEN1 inhibition. AID 588795. actives 0.35% (n = 390,000). P39748. Potency, µM (series often up to 114 µM), without a hit: top-dose activity change, negative = inhibition, hits mostly inhibitors. Recombinant FEN1 flap cleavage, fluorescence, 15 min; note: nearly all actives have a fitted effect of over 65% in size
Target sequence (P39748 whole entry, looked up): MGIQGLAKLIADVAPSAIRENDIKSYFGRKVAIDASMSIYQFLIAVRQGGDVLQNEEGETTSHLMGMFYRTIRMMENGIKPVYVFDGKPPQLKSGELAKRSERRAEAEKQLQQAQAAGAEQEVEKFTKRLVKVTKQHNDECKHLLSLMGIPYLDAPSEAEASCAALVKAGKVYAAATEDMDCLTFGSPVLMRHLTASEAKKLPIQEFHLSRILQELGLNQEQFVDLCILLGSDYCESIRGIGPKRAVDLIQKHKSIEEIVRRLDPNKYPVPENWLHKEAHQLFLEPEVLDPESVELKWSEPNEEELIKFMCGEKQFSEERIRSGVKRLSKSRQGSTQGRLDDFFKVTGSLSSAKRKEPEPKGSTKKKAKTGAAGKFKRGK
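FEN1 at 10 nM preincubated with compounds 15 min at room temperature, then flap DNA substrate added at 50 nM final. Signal read at 0 and 15 min; concentration-response fitted with four-parameter Hill equation.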
An asterisk follows results filed as active; u = inconclusive; x = no result given; & = joins results of further samples; [ ] = remark or other dose. Calls come from the whole dose curve; as a rule, active = well fitted curve in the direction sought with a large enough effect; inconclusive = small, poorly fitted or top-dose-only effect, or another doubt; inactive = no such curve, though single readings can be large; an effect the other way counts as inactive or inconclusive. % is set by controls: 0 for no effect and ±100 for the full control effect; potency is the fitted concentration of half-maximal effect. Only part of the results is shown. The share of hits here may be higher or lower than overall.

SMILES | KAT2A inh | TDP1 cell CPT | FEN1 inhibitor
CCc1nnc2n1N(C(C)=O)C(c1ccc(C(C)(C)C)cc1)=C(C(C)=O)S2 | -8% | 8.2µM* | -23%
CC(=O)c1ccc(NC(=O)C(C)N(C)CC(=O)Nc2ccc(Cl)cc2)cc1 (stereo unspecified) | -2% | 3% | 3%
CCCCCCCOc1ccc(C2CC(=O)N(C)C2=O)cc1 (stereo unspecified) | -6% | -2% | -10%
COc1ccc(C(=O)CNC2=NCCC2)cc1 | -3% | 15% | -3%
COc1ccc(C(C)=O)c(Oc2nc(CN3CCOCC3)nc3scc(-c4cccs4)c23)c1 | -5% | -6% | 4%
Cc1ccc(CN2CC(C(=O)Nc3cccc(C)n3)CC2=O)cc1 (stereo unspecified) | -1% | 9% | 0%
Cc1ccc(S(=O)(=O)NCC(=O)OCC(=O)c2ccc(Cl)s2)cc1 | x | -1% | -2%
CCOC(=O)C1=CN(c2cccc(F)c2)C=C(C(=O)OCC)C1c1cc(OC)c(O)c([N+](=O)[O-])c1 | -13% | u | -2%
Cc1ccc(C(=O)N/C(=C\c2cccc([N+](=O)[O-])c2)C(=O)Nc2cccc(C(=O)O)c2)cc1 | -27% | -9% | 5%
Cc1ccccc1NC(=O)CSc1nnc(C)c(=O)[nH]1 | 2%&4% | 11%&-26% | -8%&-1%
CCOC(=O)c1noc2ncn(CC(=O)Nc3ccccc3OC)c(=O)c12 | -11% | x | 16%
O=c1c2ccccc2nc(/C=C/c2c[nH]c3ccccc23)n1CCO | -14% | 4.6µM* | -16%
CC(C)c1nnc(NC(=O)CSc2ncn[nH]2)s1 | -1% | -11% | -3%
COc1ccccc1NC(=O)c1c(NC(=O)CCC(=O)O)sc2c1CCCCC2 | 3% | -18% | 14%
COc1ccc2cc(CCNC(=O)C(C)(C)C)c(=O)[nH]c2c1 | 3% | 27% | -3%
CCO/C(C)=C1/SC(=S)NC1=O | 0% | 8% | 3%
COC(=O)C(C)N(C(=O)c1cccc2ccccc12)c1c(C)cccc1C (stereo unspecified) | 0% | u | -20%
Cc1cc2ncn(C(=O)N3CCOCC3)c2cc1C | -4% | 2% | -1%
COc1ncnc2sc3c(c12)CCCC3 | -6% | -10% | -18%
Cc1ccccc1N=Nc1c(O)[nH]c2ccccc12 | x | u | 6%
O=C1c2ccccc2NC(c2ccc([N+](=O)[O-])cc2)N1O (stereo unspecified) | -6% | 21µM* | 0%
O=C(c1ccc2c(c1)N(Cc1ccccc1F)C(=O)c1ccccc1S2(=O)=O)N1CCN(c2ccccc2F)CC1 | -8% | u | 6%
CCCC1=NN(c2ccc([N+](=O)[O-])cc2)C(=O)/C1=C\N(C)C | -11% | -23% | 2%
COc1ccc(NC(=O)Cc2ccc(C)cc2)c([N+](=O)[O-])c1 | -2% | -25% | -14%
COc1ccc(SCCN2CCN(C)CCC2=O)cc1 | -22% | 2% | -12%&21%
Further structures follow.
SMILES | KAT2A inh | TDP1 cell CPT | FEN1 inhibitor
COc1ccc(Cl)cc1N/C(N)=N/c1nc(C)cc(=O)[nH]1 | 3% | -1% | 7%
COc1ccc(S(=O)(=O)Nc2cccc3c2O[C@H](CN(C)Cc2ccc(-c4ccccc4)cc2)[C@@H](C)CN([C@H](C)CO)C3=O)cc1 | -9% | u | -13%
Cn1cc(C=O)c2cc(F)ccc21 | -4% | -1% | 22%
C[n+]1cn(/N=C/c2ccccc2)c2ccccc21 | -24% | -11% | -1%
CCNc1nc(NC(C)(C)C)nc(Oc2ccc(=O)n(C)n2)n1 | -4% | -17% | 7%
CCC(=O)NC(c1ccc(OC)c(OC)c1)c1cc(Cl)c2cccnc2c1O (stereo unspecified) | -19% | 4.1µM* | -16%&-9%
COc1cccc(C2=CC(=O)C[C@H](c3ccc4c(c3)OCO4)C2)c1 | -3% | -23% | -15%
CCN1CCN(S(=O)(=O)c2ccc(Cl)c(C(=O)N(C)Cc3ccc(F)cc3)c2)CC1 | -4% | -30% | 6%
Cc1ccc(C(=O)C(C)Oc2cccc(NC(=O)c3ccco3)c2)cc1 (stereo unspecified) | -2% | u | 1%
CCCCNC(=O)CS(=O)Cc1nc(-c2ccc(C)cc2)oc1C (stereo unspecified) | 1% | 2% | 1%
O=C(CN1CCc2ccccc21)NC(=O)NCc1ccccc1 | -12% | u | -4%
COc1ccc(Cl)cc1NC(=O)NCc1ccco1 | 2% | -3% | 16%
CCOC(=O)c1ccc(NC(=O)C2(c3ccccc3)CCOCC2)cc1 | -3% | -12% | -2%
Cc1cc(NC(=O)CSc2nnc3ccc(-c4ccc(F)cc4)nn23)no1 | -4% | 22% | -1%
CCOc1ccc(NC(=O)CCn2ccnc2)cc1 | -19% | 8% | 17%
COc1c(F)c(F)c(C(=O)O)c(Nc2ccc(C)cc2C)c1F | -5% | 8% | 14%
N#Cc1ccc(Cn2c(=O)oc3ccccc32)cc1 | 17% | -2% | 6%
CN1CCN(c2ccccc2/C=N/NC(=O)c2cccnc2)CC1 | -6% | -1% | 5%
CN(C(=O)COC(=O)c1cccc(Cl)c1)C1CCS(=O)(=O)C1 (stereo unspecified) | -1% | -4% | -3%
O=C(O)c1ccc(N2C(=O)c3[nH]nc(-c4ccccc4)c3C2c2cccc(F)c2)cc1 (stereo unspecified) | -6% | -12% | 20%
OC[C@H]1O[C@H](n2cnc3c(NC4CCCC4)nc(Cl)nc32)[C@@H](O)[C@@H]1O | -5% | 2% | x
COc1ccc(NC(=S)NCCc2ccc(F)cc2)c(OC)c1 | -6% | -12% | 2%
CSCc1ccc(C(=O)NC(C)c2cnn(-c3ccccn3)c2C)o1 (stereo unspecified) | 2% | -4% | 9%
CC1CCCC(NC(=O)CSc2nnc(N)s2)C1C (stereo unspecified) | -18% | 1% | 1%
Cc1ccc(-c2nnn(CC(=O)N(Cc3ccco3)C(C(=O)NC3CCCC3)c3cccs3)n2)o1 (stereo unspecified) | -2% | u | -6%
(continued)
SMILES | KAT2A inh | TDP1 cell CPT | FEN1 inhibitor
C/C=C(/C)C(=O)Nc1cccc(C2=NOC3(C2)C[C@H](C(N)=O)N(C(=O)COc2ccc(Cl)cc2)C3)c1 (stereo partly specified) | 39%[activator] | u | 10%
Cc1cnc([N+](=O)[O-])n1CCOC(=O)NC(=O)c1ccc(C(F)(F)F)cc1 | 0% | 7% | 5%
Cc1cccc(-n2ncc3c(N4CCCC(C)C4)ncnc32)c1 (stereo unspecified) | -14% | u | 7%
CCCCN(C(=O)CSc1nn(-c2ccc(F)cc2)c(=S)s1)c1c(N)n(CCCC)c(=O)[nH]c1=O | 1% | u | 11%
COc1ccc(C2SCCN2C(=S)Nc2cccc(C(F)(F)F)c2)cc1 (stereo unspecified) | -6% | -7% | -3%
Cc1c(C(=O)NCCc2ccc(Cl)cc2)cccc1-n1cnc2cccnc21 | 0% | 15µM* | u
COc1ccccc1CNC(=O)COC(=O)Cc1c(F)cccc1Cl | -7% | 6% | 8%
CCn1nc(CCC(=O)O)c2ccccc2c1=O | 0% | -14% | -16%
CCOC(=O)c1cc2c(=O)n3ccccc3nc2n(CC2CCCO2)c1=NC(=O)c1cc(C)cc(C)c1 (stereo unspecified) | -4% | 0.16µM* | -3%
CCCCc1cc(=O)oc2cc(OCC(=O)NCCN3CCOCC3)c(Cl)cc12 | -17% | 13µM* | -3%
O=C(COC(=O)c1ccc(OC(F)F)cc1)NCCNC(=O)COC(=O)c1ccc(OC(F)F)cc1 | -1% | -7% | 15%
Cn1c(SCc2ccc(F)cc2Cl)nc2ccccc2c1=O | -6% | u | -4%
Cc1cc(C=NCCO)c(C)n1-c1cc(Cl)ccc1Cl | -2% | -11% | 3%
O=[N+]([O-])c1ccccc1/C=C\C=N\N1CCN(c2ccccc2)CC1 | -9% | u | -13%
N#CCN=C(c1ccccc1)c1ccccc1 | -17% | 3% | -9%
CCOc1ccccc1N1CC(C(=O)NNC(=O)c2ccc(F)cc2)CC1=O (stereo unspecified) | -9% | -9% | -3%
CN(C(=O)c1ccc(F)cc1)c1ccccc1C(=O)NCc1ccccc1 | -2% | -26% | -2%
Cc1cc(C)cc(NC(=O)c2cccc3c2C(=O)N(C2CCCCC2)C3)c1 | -3%&0% | -2%&3% | -19%&-9%
CCn1cc(S(=O)(=O)CC(=O)Nc2ccc3c(c2)OCCO3)c2ccccc21 | -1% | u | -9%
COc1cc(OC)cc(C(=O)Nc2ccccc2NC(C)=O)c1 | 2% | 2% | 2%
O=[n+]1c2c(n([O-])c3cc(Br)ccc31)CCC2 | -23% | -7% | -10%
COc1ccccc1NC(=O)CSc1nncn1-c1cccnc1 | -1% | 0% | -2%
CCOc1ccccc1CNC(=O)CCNC(=O)Cn1ccc2ccccc2c1=O | -7% | -1% | -3%
COC(=O)c1cccc(NC(=O)c2nn(C)c(=O)c3ccccc23)c1 | -5% | 23µM* | 4%
CCOc1ccc(S(=O)(=O)NC(C)C(=O)NCc2cccnc2)cc1 (stereo unspecified) | -4% | -3% | 1%
The listing continues:
SMILES | KAT2A inh | TDP1 cell CPT | FEN1 inhibitor
COc1cccc(C(=O)NCCNC(=O)c2ccco2)c1 | -6% | -15% | 9%
COc1cccc(C(=O)OCn2nnc3ccccc3c2=O)c1OC | -3% | -20% | -4%
CCC(=O)N1CCc2cc(S(=O)(=O)NCc3ccc(C)cc3)ccc21 | -19% | 23µM* | 0%
CCOC(=O)c1cc(-c2ccccc2)n(CCCC(=O)Nc2ccc(C)c(Cl)c2)c1C | -14% | u | -25%
COc1cc(/C=C/c2noc(-c3ccccc3O)n2)cc(OC)c1OC | -12% | 2% | -2%
CCC1CCCCN1S(=O)(=O)c1ccccc1 (stereo unspecified) | -1% | u | -6%
CCc1ccc(NC(=O)CSc2nc(=O)n3cc(C)ccc3n2)cc1 | 4% | -29% | 6%
COCCNC(=O)C1CCCN(S(=O)(=O)c2c(C)noc2/C=C/c2cccs2)C1 (stereo unspecified) | -12% | u | -2%
CN(C)CCN1C(=O)C(=O)/C(=C(/O)c2ccc(F)cc2)C1c1ccccc1F (stereo unspecified) | -14% | -5% | 0%
CCCCn1c(CCC(=O)O)nc2c1c(=O)[nH]c(=O)n2CCC | -6% | 2% | -8%
O=C1OC(c2ccc(F)cc2)=N/C1=C\c1ccc(Br)o1 | -3% | u | -3%
CCCC(=O)Nc1nc2ccc(NC(=O)c3ccc(Br)o3)cc2s1 | -3% | u | 1%
O=C(Nc1ccc2nc(SCCOc3ccccc3Cl)sc2c1)c1ccco1 | -10% | u | -1%
O=C(C1=COCCO1)N(Cc1nnc(-c2ccccc2Cl)o1)C1CC1 | -6% | u | -3%
O=C1/C(=C\c2ccccc2Cl)SC(=S)N1CCC(=O)N1CCCc2ccccc21 | 1% | 6.5µM* | 2%

Entries above with an aryl thioether with sulfur outside any ring (10):
SMILES | KAT2A inh | TDP1 cell CPT | FEN1 inhibitor
Cc1ccccc1NC(=O)CSc1nnc(C)c(=O)[nH]1 | 2%&4% | 11%&-26% | -8%&-1%
CC(C)c1nnc(NC(=O)CSc2ncn[nH]2)s1 | -1% | -11% | -3%
COc1ccc(SCCN2CCN(C)CCC2=O)cc1 | -22% | 2% | -12%&21%
Cc1cc(NC(=O)CSc2nnc3ccc(-c4ccc(F)cc4)nn23)no1 | -4% | 22% | -1%
CC1CCCC(NC(=O)CSc2nnc(N)s2)C1C (stereo unspecified) | -18% | 1% | 1%
CCCCN(C(=O)CSc1nn(-c2ccc(F)cc2)c(=S)s1)c1c(N)n(CCCC)c(=O)[nH]c1=O | 1% | u | 11%
Cn1c(SCc2ccc(F)cc2Cl)nc2ccccc2c1=O | -6% | u | -4%
COc1ccccc1NC(=O)CSc1nncn1-c1cccnc1 | -1% | 0% | -2%
CCc1ccc(NC(=O)CSc2nc(=O)n3cc(C)ccc3n2)cc1 | 4% | -29% | 6%
O=C(Nc1ccc2nc(SCCOc3ccccc3Cl)sc2c1)c1ccco1 | -10% | u | -1%
